# Assay outcomes: PubChem, National Center for Advancing Translational Sciences (NCATS)
# GALK inhibitor – galactokinase (human) inhibition; hit rate 0.007% among 270,000; Potency, µM (titrated, usually from 57.5 µM), inactives show at the top dose activity change, negative = inhibition, actives largely listed as inhibitors; Purified GALK, Kinase-Glo residual ATP luminescence; P51570; note: potency is the fitted concentration of half-maximal effect; % is set by controls: 0 for no effect and ±100 for the full control effect
# Target sequence (P51570 whole entry, looked up): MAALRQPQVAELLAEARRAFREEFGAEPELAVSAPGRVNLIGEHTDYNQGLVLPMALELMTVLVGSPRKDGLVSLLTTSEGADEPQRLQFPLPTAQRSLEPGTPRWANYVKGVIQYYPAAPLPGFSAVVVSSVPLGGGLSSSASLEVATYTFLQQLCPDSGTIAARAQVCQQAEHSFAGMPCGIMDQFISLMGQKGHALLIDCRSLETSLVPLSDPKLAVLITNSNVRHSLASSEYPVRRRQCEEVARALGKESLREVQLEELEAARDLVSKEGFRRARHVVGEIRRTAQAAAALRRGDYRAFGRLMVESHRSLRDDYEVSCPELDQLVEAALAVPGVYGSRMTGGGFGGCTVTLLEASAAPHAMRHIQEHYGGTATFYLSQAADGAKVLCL
#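 Compounds were pin-transferred into ATP buffer (35 uM final), then GALK plus galactose (5 nM, 100 uM final) was added. After 1 h at room temperature, Kinase-Glo Plus was added and luminescence read after 10 min.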
# Mito fusion act – mitochondrial division inhibition or fusion activation; S. cerevisiae fusion-defective mutant growth rescue, CellTiterGlo 48 h; Potency, µM (highest dose often 46.1 µM), inactives show top-dose growth rescue (activation), most hits filed as activators; hit rate 0.23% among 320,000; AID 485298;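 note: potency is the fitted concentration of half-maximal effect; % of control where 0% means no effect; nearly all actives have a fitted effect of over 45% in size; temperature-sensitive fusion mutants such as fzo1-1 at 37 °C on non-fermentable ethanol glycerol medium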
#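 Read-out: ATP-based luminescence (CellTiterGlo, 10 min ambient) reporting growth of fusion-defective ts yeast after 48 hours at 37C on glycerol/ethanol YPEG medium in the presence of compound.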
# TSHR antag – human thyrotropin receptor antagonism; P16473; activity change, negative = inhibition, % at 11.5 µM; hit rate 0.2% among 330,000; TSHR-expressing cells, TSH-stimulated cAMP HTRF, 2 h; hits give low values;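 active = activity change below a set negative limit, meaning inhibition stronger than a set level, cut at about -70% in these data; inconclusive = activity change between two set negative limits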; note: % is set by controls: 0 for no effect and ±100 for the full control effect
#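 TSHR-expressing cells, 200/well, pre-treated with compound, then stimulated with EC80 TSH (4nM final) for 2 hours at 37 deg C. cAMP measured by competitive HTRF: anti-cAMP cryptate antibody in lysis buffer plus cAMP-d2, read after 30 minutes at room temperature.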
# Chronic BCR inh – chronic active BCR signaling inhibition; Potency, µM (top dose mostly 46.1 µM), for inactives: at the top dose ratio change, negative = lower green/red ratio, most hits filed as inhibitors; AID 493014; hit rate 0.05% among 340,000; ABC-DLBCL IkBa-CBG/CBR reporter, luminescence ratio, 4 h; active = well fitted inhibition curve with a large enough effect in the signal ratio, with a control signal flat, not every such curve was filed as active; inconclusive = small, poorly fitted or top-dose-only effect, or effect the other way, or a change in a side signal; the % refers to the signal ratio;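 note: potency is the fitted concentration of half-maximal effect; plate controls were basal doxycycline-induced cells for no effect and cells given 10 µM MG132 for full effect; MG132 reads +100%, hits lower the ratio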
#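 Concentration-response series (up to 46 uM) were applied to TMD8 dual-reporter cells for 4 h at 37C with doxycycline. Green/red ratio, after filter-overlap correction, defined %Activity; red signal alone was normalised to basal cells and zero luminescence.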
# Menin-MLL TR inh – inhibitors of human menin-MLL interaction, mutant MLL peptide | O00255 | Menin + Texas Red MLL mutant peptide, fluorescence polarization | Potency, µM (highest dose often 61.6 µM), for the others: at the top dose FP activity change, negative = inhibition, most hits filed as inhibitors | hit rate 0.23% among 270,000; active = well fitted inhibition curve with a large enough effect in the polarisation, with a control signal flat, not every such curve was filed as active; inconclusive = small, poorly fitted or top-dose-only effect, or effect the other way, or a change in a side signal; inactive = no such curve, though single readings can be large or run the other way; the % refers to the polarisation; note: potency is the fitted concentration of half-maximal effect; % of control where 0% means no effect; many of its hits are not listed in these tables
# hERG WT inh – inhibitors of human wildtype KCNH2 potassium channel | activity change, % at 1.84 µM | U2OS, BacMam KCNH2, thallium flux FluxOr; hits give low values | hit rate 0.37% among 340,000 | Q12809 | AID 720551;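 active = maximum activity change below -70%; inconclusive = maximum activity change between -70% and -50%; inactive = maximum activity change above -50%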; note: % is set by controls: 0 for no effect and ±100 for the full control effect
#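 U2OS cells were transduced with wild-type KCNH2 virus (2.03 x 10^8 / mL) for 4 h at room temperature, then cultured overnight at 37 C. Thallium flux was read with FluxOr dye. Rate constants were normalized to DMSO controls.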
# ASM inhibitor – inhibitors of human secretory acid sphingomyelinase; Potency, µM (titrated, usually from 57.5 µM), for inactives: at the top dose activity change, negative = inhibition, actives largely listed as inhibitors; P17405; hit rate 0.006% among 340,000; placental ASM, HMU-PC fluorogenic substrate, 60 min; note: potency is the fitted concentration of half-maximal effect
#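 HMU-PC0 cleavage (9 uM final) by human placental ASM, 60 min at 37 °C following 10 min compound exposure at RT; stopped at pH 10, fluorescence Ex 386/Em 447 nm.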
# MBNL1-CUG inh – MBNL1-poly(CUG) RNA binding inhibition. AID 2675. Q9NR56. TR-FRET MBNL1-His/biotin-(CUG)12 binding, 665/545 ratio. hit rate 0.036% among 280,000. Potency, µM (doses to about 57.5 µM), for the others: top-dose activity change, negative = inhibition, usual class: inhibitors; active = well fitted inhibition curve with a large enough effect in the signal ratio, with a control signal flat, not every such curve was filed as active; inconclusive = small, poorly fitted or top-dose-only effect, or effect the other way, or a change in a side signal; inactive = no such curve, though single readings can be large or run the other way; the % refers to the signal ratio; note: potency is the fitted concentration of half-maximal effect; % is set by controls: 0 for no effect and ±100 for the full control effect
#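 TR-FRET readout: Ex 340 nm, 665/545 nm emission ratio, normalized to buffer-only (basal) and MBNL1-(CUG)12 controls. Complex of MBNL1-His with Biotin-(CUG)12, compounds 92 nM–58 uM, incubated 60 min at room temperature.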
# Eya2 inh – Eya2 (human) phosphatase inhibition. O00167. recombinant Eya2, OMFP fluorescence dephosphorylation (OMFP is methylfluorescein phosphate). Potency, µM (series often up to 76.9 µM), inactives show top-dose activity, negative = inhibition, usual class: inhibitors. hit rate 0.006% among 330,000. AID 488837; note: potency is the fitted concentration of half-maximal effect; % is set by controls: 0 for no effect and ±100 for the full control effect
#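 Eya2 protein (added as 0.2 uM solution) was preincubated with compound for 10 min at ambient temperature in 50 mM HEPES pH 7.5, 50 mM NaCl, 5 uM MgCl2, 0.05% BSA, 1 mM DTT. OMFP (added at 50 uM) then reacted 10 min; fluorescence read at 485/525 nm.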
# USP2a block – blocks human ubiquitin-specific protease USP2a. hit rate 0.01% among 330,000. O75604. Potency, µM (top dose mostly 38.3 µM), inactives show top-dose activity change, negative = inhibition, most hits filed as inhibitors. USP2 core, Ub-CHOP2 coupled fluorogenic reporter, 485/531;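 note: potency is the fitted concentration of half-maximal effect; plate controls were DMSO wells for no effect and full inhibition by NEM control for full effect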
# Target sequence (O75604 whole entry, looked up): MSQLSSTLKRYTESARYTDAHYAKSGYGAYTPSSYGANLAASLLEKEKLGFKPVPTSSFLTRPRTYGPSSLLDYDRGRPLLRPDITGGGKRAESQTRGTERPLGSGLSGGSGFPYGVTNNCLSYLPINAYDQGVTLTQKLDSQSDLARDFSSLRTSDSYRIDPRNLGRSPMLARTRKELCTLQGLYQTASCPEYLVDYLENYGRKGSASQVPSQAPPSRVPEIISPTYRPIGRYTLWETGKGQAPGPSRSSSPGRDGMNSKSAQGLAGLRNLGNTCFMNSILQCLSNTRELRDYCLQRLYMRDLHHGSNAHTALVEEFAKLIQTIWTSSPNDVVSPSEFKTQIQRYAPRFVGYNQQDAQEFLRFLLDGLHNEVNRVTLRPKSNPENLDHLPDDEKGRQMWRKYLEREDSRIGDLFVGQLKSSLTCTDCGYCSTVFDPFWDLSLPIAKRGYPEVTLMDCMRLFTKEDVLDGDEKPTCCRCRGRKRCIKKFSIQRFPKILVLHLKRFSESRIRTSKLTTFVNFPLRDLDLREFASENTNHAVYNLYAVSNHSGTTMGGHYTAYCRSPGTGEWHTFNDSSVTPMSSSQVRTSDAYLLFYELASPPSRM
#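 Deubiquitinase activity read as fluorescence (485/531 nm) after Ub-CHOP2 cleavage activates the enterokinase reporter on its substrate; USP2 core 10nM, Ub-CHOP2 and substrate 25nM each, 30min compound preincubation then 60min RT; data normalized to NEM, curves fitted.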
# PKM2 activator – PKM2 (human) enzyme activation; P14618; purified PKM2, Kinase-Glo ATP luminescence, activation; response scale: 0% is enzyme alone, no compound; Potency, µM (top dose mostly 57.5 µM), inactives show top-dose activation, most hits filed as activators; hit rate 0.34% among 260,000; note: potency is the fitted concentration of half-maximal effect; % is set by controls: 0 for no effect and ±100 for the full control effect; nearly all actives have a fitted effect of over 55% in size
#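 Purified hPK-M2 (>95% pure) converted ADP (0.1 mM final) to ATP with 0.5 mM PEP in 50 mM imidazole pH7.2, KCl, MgCl2, Tween 20, BSA; 1 h at room temperature. ATP detected by Kinase-Glo luminescence.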
# Starred values were filed as active, the others as inactive; ? = inconclusive; nt = not tested or not shown; [ ] = remark or other dose. Unless noted, calls come from the whole dose curve; as a rule, active = well fitted curve in the direction sought with a large enough effect; inconclusive = small, poorly fitted or top-dose-only effect, or another doubt; inactive = no such curve, though single readings can be large; an effect the other way counts as inactive or inconclusive. Not all compounds are listed, so the mix of outcomes need not match the whole.
SMILES,GALK inhibitor,Mito fusion act,TSHR antag,Chronic BCR inh,Menin-MLL TR inh,hERG WT inh,ASM inhibitor,MBNL1-CUG inh,Eya2 inh,USP2a block,PKM2 activator
CC(C)C[C@@]12C(=O)N(c3cccc(Br)c3)C(=O)N1[C@H](c1ccc(Cl)cc1)[C@@H]1C(=O)N(C3CCCCC3)C(=O)[C@@H]12,nt,17%,-4,-7%,nt,-4,2%,nt,-12%,1%,nt
COc1ccc(-c2nnc(SCc3ccccc3F)o2)cc1,-2%,21%,-2,5%,-3%,-10,-3%,-1%,13%,2%,-3%
COc1cccc(-c2nn(-c3ccccc3)cc2/C=C(\C#N)C(=O)NCCCn2ccnc2)c1,1%,1%,16,1%,6%,14,3%,9%,5%,0%,-4%
COc1ccc(S(=O)(=O)N2CCCC2C(=O)NCC(=O)Nc2cccc(Cl)c2C)cc1 (stereo unspecified),0%,2%,0,-7%,nt,-13,1%,2%,21%,-1%,nt
N/C(=N\OC(=O)c1ccc(F)cc1)c1nonc1N,5%,3%,-12,3%,11%,0,-1%,nt,8%,2%,-56%
O=C(CCNS(=O)(=O)c1ccc(Br)cc1)Nc1cccc(F)c1,-4%,-4%,4,-9%,16%,-39,-2%,13%,-8%,-5%,nt
Cc1cccc(S(=O)(=O)N2CCn3cccc3C2C)c1 (stereo unspecified),nt,-4%,-12,1%,nt,3,7%,nt,-2%,1%,nt
Cc1ccccc1OCc1nnc(SCC(=O)N2CCc3ccccc32)n1C,0%,5%,-6,-31%,8%,10,-1%,6%,1%,1%,-8%
COc1ccccc1NC(C#N)c1ccccc1OCc1ccccc1 (stereo unspecified),1%,3%,0,-4%,4%,3,-1%,0%,-4%,2%,-4%
C=CCN(C(=O)CCC(=O)Nc1cc(C)on1)C(C(=O)NC1CCCC1)c1ccc(CC)cc1 (stereo unspecified),9%,13%,-5,5%,-15%,-3,-3%,-11%,-4%,2%,-1%
CCOCCCNC(=O)c1ccc(CS(=O)(=O)Cc2cccc(C)c2)o1,-2%,2%,-3,1%,-4%,5,-1%,-14%,-15%,1%,-3%
COc1ccc(/C=C\C(=O)NCc2ccc3[nH]c(C)cc3c2)cc1OC,nt,-2%,1,-12%,27%,1,-8%,15%,2%,0%,14%
CC(=O)Nc1ccc(SCC(=O)OCC(=O)NC(=O)NC2CCCC2)cc1,6%,-2%,1,-3%,7%,11,0%,-3%,-1%,0%,?
O=S(=O)(CCSc1nc2ccccc2o1)Cc1ccccc1,1%,9%,1,?,-24%,23,2%,-3%,1%,-2%,-10%
Cc1onc(-c2ccccc2Cl)c1C(=O)N(Cc1ccccc1)C(C)C,0%,14%,-3,?,-2%,-2,-2%,3%,4%,1%,nt
COc1ccc(CNC(=O)CN(C)S(=O)(=O)c2ccc(Cl)cc2)cc1,-1%,10%,-24,0%,4%,-5,-1%,-3%,-8%,-1%,8%
Cc1cccc(Nc2nnc(SCC(=O)Nc3cccnc3Cl)s2)c1,3%,4%,-8,?,18%,1,-1%,-9%,-4%,0%,9%
CCOC(=O)C1=C(C)NC(=S)NC1c1ccc(OCC(=O)N2CCCCCC2)cc1 (stereo unspecified),-3%,-15%,5,0%,-16%,-16,10%,8%,6%,-1%,4%
CC(=O)c1cccc(NC(=O)COC(=O)c2n[nH]c3ccccc23)c1,9%,-14%,-3,?,4%,-4,-1%,-4%,13%,3%,nt
CCOc1ccc(S(=O)(=O)Nc2ccc(C(=O)NN)cc2)cc1,1%,8%,-2,?,nt,10,-1%,-2%,-9%,8%,24%
Cc1ccc(NC(=O)COC(=O)CNC(=O)C2CCCCC2)c(Br)c1,12%,-1%,-8,3%,3%,-3,1%,-2%,16%,0%,-2%
O=S(=O)(Cc1ncc(C(F)(F)F)cc1Cl)c1ccccc1,8%,4%,15,-18%,-15%,-3,-2%,-10%,3%,1%,-2%
CSc1ncccc1C(=O)Nc1ccc(C)cn1,-2%,-1%,-13,-19%,nt,-5,-2%,-7%,2%,0%,-11%
CCOCCCNC(=O)C(NC(=O)CNC(=O)c1ccccc1)c1ccc(C)cc1 (stereo unspecified),1%,4%,8,13%,nt,-2,6%,-4%,19%,-1%,-6%
Cc1ccc(C(=O)OCC(=O)NCc2ccc(F)cc2)o1,nt,0%,5,?,nt,-4,2%,nt,-18%,3%,nt
CCCCn1c(=O)cc(N2CCOCC2)[nH]c1=O,1%,-1%,-5,?,6%,-10,0%,-11%,-30%,3%,-1%
CCOC(=O)c1sc(NC(=O)c2ccc(Cl)s2)cc1C,-1%,6%,-6,?,27%,2,5%,0%,-13%,2%,4%
COc1ccccc1N(CC(=O)NCCSc1ccc(Cl)cc1)S(C)(=O)=O,0%,-8%,-3,-5%,-2%,-1,2%,6%,3%,-1%,0%
CCOc1ccc(CC(=O)NCCS(=O)(=O)N2CCN(c3ccccc3)CC2)cc1,nt,-4%,-5,-8%,nt,0,2%,nt,4%,1%,nt
O=C(NC1CC1)C1CC(=O)N(c2cccc(Cl)c2)C1 (stereo unspecified),-7%,0%,5,?,nt,-3,4%,?,7%,2%,11%
CCc1ccc(C(=O)NC(CCSC)C(=O)OC)cc1 (stereo unspecified),0%,15%,4,-7%,0%,16,-2%,-5%,0%,2%,1%
COc1ccc(-c2c3c(=O)n(C)c(=O)n(C)c3cn2-c2ccccc2)cc1,1%,6%,-7,-12%,-11%,-2,-7%,14%,7%,4%,1%
O=C(CSc1nncs1)Nc1ccc2[nH]c(=O)[nH]c2c1,nt,-2%,1,-2%,nt,-4,0%,nt,13%,3%,nt
CCOC(=O)C1=C(CC)Nc2ccccc2N=C1NC(=O)c1oc2ccccc2c1C,0%,1%,-13,13%,10%,-4,-5%,4%,2%,3%,2%
C(#Cc1ccccc1)CN1CCOCC1,6%,9%,3,6%,-3%,-13,2%,-10%,-9%,1%,-5%
CCN(CC(=O)Nc1ccccc1C(=O)Nc1ccccc1)Cc1nc2ccccc2c(=O)[nH]1,0%,-5%,-10,0%,-8%,6,1%,1%,2%,5%,6%
COc1ccc(CN(C(=O)c2snc(C(N)=O)c2N)C(C(=O)NC2CCCC2)c2ccc(OC)cc2)cc1 (stereo unspecified),-2%,-9%,-8,9%,-1%,-22,253%[activator],6%,-19%,-1%,0%
O=C(N/N=C/c1ccc(OC(=O)c2ccccc2Cl)cc1)c1ccccn1,0%,1%,-11,-10%,?,-7,nt,-3%,4%,1%,-4%
COc1cc(C#N)ccc1OCC(=O)Nc1cccc(S(=O)(=O)N2CCCC2)c1,-1%,3%,-8,-11%,-3%,-4,-2%,-7%,0%,0%,0%
CCOC(=O)c1cc2cc(F)ccc2nc1C,-4%,-3%,-5,?,7%,11,2%,2%,8%,5%,0%
COc1ccccc1N1CCN(CC(=O)Nc2ccc3c(c2)OCCO3)CC1,4%,4%,38,?,-2%,-45,-3%,1%,7%,-1%,-1%
O=C1NC2(CCc3ccccc32)C(=O)N1CCOc1ccc(Cl)cc1 (stereo unspecified),1%,4%,10,1%,15%,-2,-3%,0%,-7%,2%,0%
CCCCc1cc(=O)oc2cc(C)cc(OC(C)C(=O)O)c12 (stereo unspecified),-2%,-3%,-5,3%,0%,-7,10%,1%,3%,2%,1%
O=C1c2ccccc2[C@@H]2C[C@@H](O)[C@H](Nc3cccc(C(F)(F)F)c3)CCN12,nt,nt,13,-1%,nt,9,3%,nt,1%,1%,nt
CCOC(=O)c1cnc(SC2CC(=O)N(c3ccc(C)cc3)C2=O)nc1N (stereo unspecified),3%,-16%,nt,nt,-19%,-7,-1%,-16%,nt,nt,11%
Cc1ccccc1C(=O)N1CCC(C(=O)Nc2cccc(F)c2)CC1,4%,2%,-1,-1%,11%,-15,-1%,6%,18%,-1%,-1%
